PREPL inh: PREPL enzyme inhibitors, primary screen, biochemical, fluorescence polarization | inhibition, % at 5.96 µM | recombinant PREPL, fluorescence polarization activity-based probe | actives 0.68% (n = 320,000) | Prolyl endopeptidase-like (Homo sapiens), Q4J6C6 | AID 2751, 2010; in the data active means inhibition above about 43%;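 further: 0% = enzyme with DMSO and 100% = wells lacking enzyme; many of its hits are not listed in these tables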
Target sequence (Q4J6C6 whole entry, looked up): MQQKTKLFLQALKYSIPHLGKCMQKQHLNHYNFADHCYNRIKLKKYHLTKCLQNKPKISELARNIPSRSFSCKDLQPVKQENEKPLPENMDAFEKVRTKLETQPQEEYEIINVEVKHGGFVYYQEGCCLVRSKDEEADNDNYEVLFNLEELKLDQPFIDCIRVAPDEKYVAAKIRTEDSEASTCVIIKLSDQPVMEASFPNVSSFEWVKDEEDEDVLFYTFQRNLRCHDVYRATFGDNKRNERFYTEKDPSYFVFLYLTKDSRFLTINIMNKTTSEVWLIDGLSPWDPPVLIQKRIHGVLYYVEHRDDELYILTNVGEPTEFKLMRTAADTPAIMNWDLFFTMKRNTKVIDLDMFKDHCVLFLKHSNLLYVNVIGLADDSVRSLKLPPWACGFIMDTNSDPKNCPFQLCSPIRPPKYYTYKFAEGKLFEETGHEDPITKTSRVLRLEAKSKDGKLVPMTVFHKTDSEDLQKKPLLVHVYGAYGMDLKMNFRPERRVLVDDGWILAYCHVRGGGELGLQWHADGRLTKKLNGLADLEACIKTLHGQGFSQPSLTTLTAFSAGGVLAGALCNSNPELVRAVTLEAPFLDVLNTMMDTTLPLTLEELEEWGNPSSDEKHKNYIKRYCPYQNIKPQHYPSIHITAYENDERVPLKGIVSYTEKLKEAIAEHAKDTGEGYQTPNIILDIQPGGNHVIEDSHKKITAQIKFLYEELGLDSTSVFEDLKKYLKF
PP5 inh: PP5 phosphatase inhibitors, primary screen, biochemical, fluorescence. purified PP5c, OMFP substrate fluorescence. actives 0.18% (n = 320,000). inhibition, % at 6.7 µM. Serine/threonine-protein phosphatase 5 (Homo sapiens), P53041;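 active means inhibition above the campaign's mean inhibition across all tested compounds plus 3 SD, cut at about 9.5% in these data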;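 further: 0% = DMSO only and 100% = 100 µM cantharidin control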
core dimer inh: inhibitors of HCV core protein dimerization, primary screen, biochemical, TR-FRET, high-throughput; inhibition, % at 5 µM; AID 1899, 2009; actives 0.33% (n = 300,000); TR-FRET GST/Flag-core106 dimerization, 1536-well;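 active means inhibition above the mean of all tested compounds plus 3 SD, set per screening campaign, cut at about 45% in these data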
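System – GST-tagged and Flag-tagged HCV core protein residues 1-106 · Repeats – one well for each compound · Technique – TR-FRET 671 and 617 nm emission · Doses – one concentration, 5 µM, in 0.5% DMSO · Times – 4 h, 22.5 °C incubation · Also added – Eu donor and XL665 acceptor anti-tag antibodies · Measure – percent inhibition of core106 dimerization signal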
PP1 counter: PP1-alpha phosphatase inhibitors, primary screen, counter-screen for PP5 inhibitor project, biochemical, fluorescence, OMFP substrate, single point; purified PP1alpha; Serine/threonine-protein phosphatase PP1-alpha catalytic subunit (Homo sapiens), P62136; inhibition, % at 6.7 µM; actives 0.9% (n = 320,000);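 active means inhibition above the mean inhibition of all tested compounds plus 3 SD, computed separately for each screening campaign, cut at about 15% in these data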
Fh CTSL1 inh: Fasciola hepatica cathepsin L1 inhibitors, primary screen, counter-screen for PFM18AAP inhibitor project, biochemical, QFRET, fluorogenic peptide substrate | recombinant F. hepatica cathepsin L1, Z-Leu-Arg-MCA fluorescence | inhibition, % at 5.96 µM | actives 0.49% (n = 300,000);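 active means inhibition above the mean of all tested compounds plus 3 SD, set per screening campaign, cut at about 17% in these data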;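 further: 0% = plate median of test compound wells and 100% = 1 µM Z-Phe-Ala-diazomethylketone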
EBNA-1 inh: EBNA-1 DNA-binding inhibitors, primary screen, biochemical, fluorescence polarization | AID 1950, 2009 | actives 0.34% (n = 300,000) | inhibition, % at 14.8 µM; in the data active means inhibition above about 28%
Efflux pump mplx: inhibitors of Candida efflux pumps in yeast, primary screen, S. cerevisiae, Nile Red, multiplex; S. cerevisiae Candida pump triplex; inhibition, % at 10 µM; actives 0.44% (n = 330,000); AID 485275, 2010;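 active means plate passing quality check with inhibition over a set limit, or well fluorescence over plate mean plus 4 SD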;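 further: Nile Red retained in pooled yeast measured as flow cytometry median fluorescence; 0% = buffer negative control and 100% = Enniatin B positive control; higher means more Nile Red kept so more efflux inhibition; some compounds called inactive have numbers as strong as hits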
ZTA counter: blocks Epstein-Barr virus ZTA, an EBNA-1 counter-screen; P03206; ZTA-DNA binding, fluorescence polarization; inhibition, % at 11 µM; actives 0.15% (n = 320,000); AID 2234; in the data active means inhibition above about 33%
Target sequence (P03206 whole entry, looked up): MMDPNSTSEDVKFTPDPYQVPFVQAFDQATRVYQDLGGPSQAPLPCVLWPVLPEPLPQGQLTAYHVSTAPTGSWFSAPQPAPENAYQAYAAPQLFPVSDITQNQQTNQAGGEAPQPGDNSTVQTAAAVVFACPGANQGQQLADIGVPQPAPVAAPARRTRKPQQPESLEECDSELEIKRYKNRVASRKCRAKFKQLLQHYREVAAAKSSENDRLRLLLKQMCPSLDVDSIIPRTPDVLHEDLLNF
TPT1 inhibitor: Candida albicans TPT1 enzyme inhibitors, primary screen, biochemical, fluorescence polarization. inhibition, % at 5 µM. AID 1962, 2009. tRNA 2'-phosphotransferase TPT1 (Candida albicans SC5314). actives 0.81% (n = 300,000). recombinant caTPT1, FP RNA substrate dephosphorylation;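 active means inhibition above the mean of all tested compounds plus 3 SD, set per screening campaign, cut at about 24% in these data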;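 further: plate controls were DMSO alone for no effect and ferristatin control at 100 nM for full effect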
Numbers without * were called inactive. Some of the compounds tested; rates above refer to the full screens.

CC(=O)Nc1sc(C)c(C)c1C(=O)OCC(=O)N(C)C1CCS(=O)(=O)C1 (centres undefined) was read as PREPL inh 16, PP5 inh 1.0, core dimer inh -7, PP1 counter 1, Fh CTSL1 inh -1, EBNA-1 inh -1, Efflux pump mplx 0.4, ZTA counter -9 and TPT1 inhibitor 3.
OC1CCN(Cc2ccc(OCc3ccccc3)cc2)CC1 was read as PREPL inh -1, PP5 inh -3.3, core dimer inh 6, PP1 counter -5, Fh CTSL1 inh 1, EBNA-1 inh 12, Efflux pump mplx -0.1, ZTA counter -1 and TPT1 inhibitor 1.
`CN(C)c1ccc(CNc2nc3ccccc3s2)cc1` gave PREPL inh 4, PP5 inh 2.5, core dimer inh 13, PP1 counter -8, Fh CTSL1 inh 15, EBNA-1 inh 4, Efflux pump mplx -0.1, ZTA counter -16 and TPT1 inhibitor 4.
Screening CC(=O)c1sc(-c2ccccc2)nc1C returned PREPL inh -3, PP5 inh -1.5, core dimer inh 2, PP1 counter -2, Fh CTSL1 inh 5, EBNA-1 inh -3, Efflux pump mplx -0.1, ZTA counter 0 and TPT1 inhibitor 0.
`O=C1C(Cl)=C(N2CCN(c3ccccc3[N+](=O)[O-])CC2)C(=O)c2ccccc21` gave PREPL inh 58*, PP5 inh 14*, core dimer inh -1, PP1 counter 9, Fh CTSL1 inh 9, EBNA-1 inh -1, Efflux pump mplx 0.1, ZTA counter 4 and TPT1 inhibitor -6.
For COc1cccc(/C=N/n2c(-c3cc(C)[nH]n3)n[nH]c2=S)c1O the results were PREPL inh 3, PP5 inh 0.9, core dimer inh 2, PP1 counter 2, Fh CTSL1 inh -3, EBNA-1 inh 9, Efflux pump mplx -0.1, ZTA counter 3 and TPT1 inhibitor 0.
For Cc1sc2ncn(CC(=O)N3CCOCC3)c(=O)c2c1-c1ccccc1 the results were PREPL inh 13, PP5 inh -0.5, core dimer inh 0, PP1 counter 4, Fh CTSL1 inh 0, EBNA-1 inh -12, Efflux pump mplx 0.0, ZTA counter -6 and TPT1 inhibitor 0.
Screening CC(C)c1ccc([N+](=O)[O-])cc1S(=O)(=O)N1CCN(C)CC1 returned PREPL inh 5, PP5 inh 1.2, core dimer inh 16, PP1 counter -3, Fh CTSL1 inh -2, EBNA-1 inh 5, Efflux pump mplx 0.0, ZTA counter 22 and TPT1 inhibitor -1.
`Cc1cc(C)n(CCNC(=O)c2cc(COc3ccc(F)cc3Cl)on2)n1` gave PREPL inh 30, PP5 inh 0.2, core dimer inh 5, PP1 counter 3, Fh CTSL1 inh -2, EBNA-1 inh 0, Efflux pump mplx -0.1, ZTA counter -2 and TPT1 inhibitor 3.
For Cn1c(Oc2ccccc2NCc2cc(Br)ccc2O)cc(=O)n(C)c1=O the results were PREPL inh 2, PP5 inh 2.8, core dimer inh 6, PP1 counter -4, Fh CTSL1 inh -2, EBNA-1 inh -3, Efflux pump mplx -0.2, ZTA counter -3 and TPT1 inhibitor -6.
Screening COc1ccc(-n2c(C)cc(=O)c3c2CC(C)(C)CC3=O)cc1 returned PREPL inh 7, PP5 inh -0.3, core dimer inh -1, PP1 counter 2, Fh CTSL1 inh 5, EBNA-1 inh -1, Efflux pump mplx 0.0, ZTA counter 17 and TPT1 inhibitor 3.
`CN(C)c1cccc(C(=O)OCC(=O)NC2CCCC2)c1` gave PREPL inh 23, PP5 inh 1.2, core dimer inh -4, PP1 counter 4, Fh CTSL1 inh -2, EBNA-1 inh -8, Efflux pump mplx -0.1, ZTA counter 15 and TPT1 inhibitor 2.
CCOC(=O)c1c(C)[nH]c(C(=O)COC(=O)COc2ccc(OC)cc2)c1C was read as PREPL inh -9, PP5 inh 2.7, core dimer inh 4, PP1 counter 0, Fh CTSL1 inh -7, EBNA-1 inh 17, Efflux pump mplx 0.1, ZTA counter -26 and TPT1 inhibitor 2.
`O=C1c2ccccc2C(=O)N1c1ncn[nH]1` gave PREPL inh -10, PP5 inh 3.5, core dimer inh 0, PP1 counter -8, Fh CTSL1 inh 2, EBNA-1 inh -9, Efflux pump mplx 0.2, ZTA counter 8 and TPT1 inhibitor -2.
Screening COc1ccc(CNS(=O)(=O)c2ccc3c(c2)N(C(C)=O)CC(C)S3)cc1 (centres undefined) returned PREPL inh -4, PP5 inh 2.2, core dimer inh 11, PP1 counter -4, Fh CTSL1 inh -2, EBNA-1 inh -7, Efflux pump mplx 0.1, ZTA counter -17 and TPT1 inhibitor 1.
Screening CCN1C(=O)[C@H]2[C@@H](c3ccc(-c4ccc(F)cc4)c(OC)c3)N3CCC[C@@]3(C(=O)OC)[C@H]2C1=O returned PREPL inh -2, PP5 inh 3.4, core dimer inh 13, PP1 counter -1, Fh CTSL1 inh 4, EBNA-1 inh 3, Efflux pump mplx 0.0, ZTA counter 8 and TPT1 inhibitor -1.
Screening Cc1cccc(CCNC(=O)C2CCN(S(=O)(=O)c3c(C)noc3C)CC2)c1 returned PREPL inh -1, PP5 inh 0.5, core dimer inh 6, PP1 counter -5, Fh CTSL1 inh 0, EBNA-1 inh 4, Efflux pump mplx 0.1, ZTA counter 3 and TPT1 inhibitor 0.
COc1ccccc1/C=C/C(=O)OCC(=O)Nc1ccccc1Sc1ccccc1 was read as PREPL inh -14, PP5 inh 2.3, core dimer inh 12, PP1 counter 1, Fh CTSL1 inh 0, EBNA-1 inh 4, Efflux pump mplx -0.1, ZTA counter -4 and TPT1 inhibitor -1.
Screening Cc1nc2c(-c3ccc(F)cc3)c(C)nn2c(C)c1CCC(=O)NCCN1CCOCC1 returned PREPL inh -1, PP5 inh 0.0, core dimer inh -4, PP1 counter -2, Fh CTSL1 inh -4, EBNA-1 inh 14, Efflux pump mplx -0.1, ZTA counter 15 and TPT1 inhibitor -1.
For COC(=O)c1cc(S(=O)(=O)Nc2c(C)cccc2C)cn1C the results were PREPL inh -4, PP5 inh 1.5, core dimer inh -3, PP1 counter -6, Fh CTSL1 inh -3, EBNA-1 inh 6, Efflux pump mplx 0.0, ZTA counter 19 and TPT1 inhibitor -2.
For N/C(=N\OC(=O)Cc1ccccc1)c1ccc([N+](=O)[O-])cc1 the results were PREPL inh 7, PP5 inh 1.4, core dimer inh -4, PP1 counter 2, Fh CTSL1 inh -6, EBNA-1 inh -3, Efflux pump mplx -0.1, ZTA counter 7 and TPT1 inhibitor -4.
For Cc1ccc(OCC(=O)N/N=C/c2cccnc2)cc1 the results were PREPL inh -3, PP5 inh 0.4, core dimer inh 2, PP1 counter -9, Fh CTSL1 inh -10, EBNA-1 inh -10, Efflux pump mplx 0.3, ZTA counter 2 and TPT1 inhibitor -1.
`O=C(CNC(=O)c1ccccc1)N/N=C/c1cc(Br)ccc1O` gave PREPL inh -1, PP5 inh 2.0, core dimer inh -12, PP1 counter 2, Fh CTSL1 inh 0, EBNA-1 inh -11, Efflux pump mplx -0.3, ZTA counter -10 and TPT1 inhibitor -1.
`O=C(Nc1cccc(S(=O)(=O)N2CCOCC2)c1)c1cc([N+](=O)[O-])ccc1N1CCOCC1` gave PREPL inh 13, PP5 inh 2.5, core dimer inh -6, PP1 counter -3, Fh CTSL1 inh 2, EBNA-1 inh 3, Efflux pump mplx 0.0, ZTA counter -22 and TPT1 inhibitor -1.

Structures from the list above that have bromine (2):
For Cn1c(Oc2ccccc2NCc2cc(Br)ccc2O)cc(=O)n(C)c1=O the results were PREPL inh 2, PP5 inh 2.8, core dimer inh 6, PP1 counter -4, Fh CTSL1 inh -2, EBNA-1 inh -3, Efflux pump mplx -0.2, ZTA counter -3 and TPT1 inhibitor -6.
`O=C(CNC(=O)c1ccccc1)N/N=C/c1cc(Br)ccc1O` gave PREPL inh -1, PP5 inh 2.0, core dimer inh -12, PP1 counter 2, Fh CTSL1 inh 0, EBNA-1 inh -11, Efflux pump mplx -0.3, ZTA counter -10 and TPT1 inhibitor -1.

The listing picks up; the 2 compounds before the break are reprinted first.
`O=C(CNC(=O)c1ccccc1)N/N=C/c1cc(Br)ccc1O` gave PREPL inh -1, PP5 inh 2.0, core dimer inh -12, PP1 counter 2, Fh CTSL1 inh 0, EBNA-1 inh -11, Efflux pump mplx -0.3, ZTA counter -10 and TPT1 inhibitor -1.
`O=C(Nc1cccc(S(=O)(=O)N2CCOCC2)c1)c1cc([N+](=O)[O-])ccc1N1CCOCC1` gave PREPL inh 13, PP5 inh 2.5, core dimer inh -6, PP1 counter -3, Fh CTSL1 inh 2, EBNA-1 inh 3, Efflux pump mplx 0.0, ZTA counter -22 and TPT1 inhibitor -1.
CCCc1cc(=O)[nH]c(SCC(=O)Nc2sc3c(c2C#N)CCCC3)n1 was read as PREPL inh 8, PP5 inh 2.1, core dimer inh 14, PP1 counter 3, Fh CTSL1 inh 5, EBNA-1 inh 0, Efflux pump mplx -0.1, ZTA counter 4 and TPT1 inhibitor -1.
COc1cc(-c2nc3c[n+](CC(=O)c4ccccc4)ccc3n2C)cc(OC)c1OC was read as PREPL inh 53*, PP5 inh -0.1, core dimer inh -5, PP1 counter -2, Fh CTSL1 inh -1, EBNA-1 inh 3, Efflux pump mplx -0.7, ZTA counter 7 and TPT1 inhibitor -2.
`O=C(CCC(=O)N(CC(=O)NC1CCCCC1)c1ccccc1F)Nc1nccs1` gave PREPL inh 1, PP5 inh 1.1, core dimer inh 10, PP1 counter 0, Fh CTSL1 inh -1, EBNA-1 inh 11, Efflux pump mplx -0.1, ZTA counter -6 and TPT1 inhibitor 0.
`COCCN(CCOC)C(=O)CN1C(=O)NC2(CCCc3sccc32)C1=O` (centres undefined) gave PREPL inh -3, PP5 inh -1.2, core dimer inh 9, PP1 counter -1, Fh CTSL1 inh 4, EBNA-1 inh -1, Efflux pump mplx 0.1, ZTA counter 3 and TPT1 inhibitor 0.
For COc1ccc(CN2CCN(C(=O)c3cccs3)CC2)c(OC)c1OC the results were PREPL inh 8, PP5 inh 2.9, core dimer inh -1, PP1 counter -2, Fh CTSL1 inh -1, EBNA-1 inh -2, Efflux pump mplx 0.1, ZTA counter 9 and TPT1 inhibitor 0.
`O=C(O)CCCN1C(=O)/C(=C\c2ccccc2OCc2ccccc2)SC1=S` gave PREPL inh 13, PP5 inh 4.0, core dimer inh 22, PP1 counter 19*, Fh CTSL1 inh 3, EBNA-1 inh -4, Efflux pump mplx 0.4, ZTA counter 2 and TPT1 inhibitor -2.
For CCOC(=O)c1[nH]ncc1CN1CCCC(C(=O)c2cccc3ccccc23)C1 (centres undefined) the results were PREPL inh -6, PP5 inh 1.2, core dimer inh 8, PP1 counter -3, Fh CTSL1 inh 3, EBNA-1 inh 2, Efflux pump mplx 0.0, ZTA counter -21 and TPT1 inhibitor -1.
`CC(=O)Nc1ccc(S(=O)(=O)NC2(C(F)(F)F)NC(=O)N(CC(C)C)C2=O)cc1` (centres undefined) gave PREPL inh 4, PP5 inh 0.3, core dimer inh 4, PP1 counter -2, Fh CTSL1 inh 4, EBNA-1 inh 7, Efflux pump mplx 0.1, ZTA counter -1 and TPT1 inhibitor 0.
For Oc1ccc(Nc2nc(N3CCCC3)c3ccccc3n2)cc1 the results were PREPL inh 72*, PP5 inh -0.1, core dimer inh -4, PP1 counter 7, Fh CTSL1 inh 0, EBNA-1 inh 3, Efflux pump mplx -0.1, ZTA counter -3 and TPT1 inhibitor -3.
